From PubChem BioAssay
SENP7 block = blocks the human protease SENP7. 330,000 tested, 1.5% active. Q9BQF6. inhibition, % at 5 µM. recombinant SENP7, Z-RLRGG-aminoluciferin luminescence, 40 min;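 active means inhibition above about 50% at the single test dose, limit read from the data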;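 further: plate controls were DMSO with enzyme for no effect and no enzyme buffer wells for full effect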
Target sequence (Q9BQF6 706-1050 limits assumed): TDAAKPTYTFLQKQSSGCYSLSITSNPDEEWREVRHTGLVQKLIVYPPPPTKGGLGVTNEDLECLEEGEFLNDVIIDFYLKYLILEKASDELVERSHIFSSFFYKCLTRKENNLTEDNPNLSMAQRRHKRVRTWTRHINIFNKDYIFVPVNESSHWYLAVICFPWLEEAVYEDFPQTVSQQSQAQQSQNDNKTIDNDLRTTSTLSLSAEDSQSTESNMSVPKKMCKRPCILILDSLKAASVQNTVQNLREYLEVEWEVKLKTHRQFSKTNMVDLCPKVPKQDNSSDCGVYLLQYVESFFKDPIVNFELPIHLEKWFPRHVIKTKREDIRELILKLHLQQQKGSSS
SENP6 block = blocks the human protease SENP6. Recombinant SENP6 catalytic domain, aminoluciferin luminescence. inhibition, % at 10 µM. 330,000 tested, 1.8% active;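 active means inhibition above about 50% at the single tested dose, limit read from the data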;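 further: plate controls were DMSO wells with enzyme for no effect and DMSO wells lacking enzyme for full effect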
Apaf-1 inh = blocks human Apaf-1 apoptosome activity; O14727; reconstituted apoptosome caspase-3 activity, DEVD-Rh110 fluorescence; inhibition, % at 20 µM; 330,000 tested, 0.71% active; AID 489030; active means inhibition of at least 40% at 20 µM;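 further: plate controls were DMSO wells for no effect and DEVD-CHO caspase inhibitor wells for full effect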
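Assay system: Apoptosome proteins | Medium: pH 7.5 Hepes buffer with CHAPS, BSA, DTT | Also added: Cytochrome c and DEVD-Rh110 substrate | Times: 30 min plus 50 min, RT | Detection: Rhodamine 110 fluorescence at Ex 480/Em 540 nm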
HKDC1 inh = inhibitors of human hexokinase HKDC1; inhibition, % at 20 µM; Q2TB90; recombinant HKDC1, G6PDH/diaphorase resazurin coupled fluorescence; 340,000 tested, 0.16% active; AID 493160;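 active means inhibition above about 35% when tested at 20 µM, limit read from the data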;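 further: plate controls were DMSO wells with enzyme for no effect and DMSO wells lacking enzyme for full effect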
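Incubation: 90 min at room temperature in dark / Material: recombinant HKDC1 (HK5) hexokinase enzyme, produced in-house / Quantity: enzyme 5 µg/mL final / Compound: one dose of 20 µM, 1% DMSO / Reagent: glucose and ATP substrates / Buffer or medium: Tris pH 8.0 buffer with MgCl2, Tween-20, BSA, BME / Technique: resorufin fluorescence at 613 nm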
SENP8 block-1 = inhibitors of human SENP8 protease; Q96LD8; recombinant SENP8, Nedd8 substrate fluorescence; inhibition, % at 20 µM; 360,000 tested, 0.64% active; AID 602440; in the data active means inhibition mostly above about 40%, no sharp cut-off; inactive means mostly below about 27%
Target sequence (Q96LD8 whole entry, looked up): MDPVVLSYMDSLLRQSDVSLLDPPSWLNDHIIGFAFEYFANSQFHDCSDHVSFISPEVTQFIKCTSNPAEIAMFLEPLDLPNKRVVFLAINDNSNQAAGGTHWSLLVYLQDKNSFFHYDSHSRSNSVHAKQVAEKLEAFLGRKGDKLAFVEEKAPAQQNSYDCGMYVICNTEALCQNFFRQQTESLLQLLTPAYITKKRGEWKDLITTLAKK
PfGluPho inh = PfG6PD (Plasmodium falciparum) enzyme inhibition; inhibition, % at 20 µM; PfGluPho enzyme, NADPH resazurin-diaphorase fluorescence; 350,000 tested, 0.78% active;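 active means inhibition reaching at least a set limit at 20 µM in the primary screen, cut at about 59% in these data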;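 further: 0% = DMSO wells with substrate and 100% = DMSO wells lacking glucose-6-phosphate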
SENP1 FRET inh = SENP1 (human) catalytic domain inhibition. Q9P0U3. recombinant SENP1 catalytic domain, CyPet-SUMO1-YPet FRET cleavage. inhibition, % at 10 µM. 360,000 tested, 0.21% active;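 active means inhibition at least 30% at 10 µM, raw YFP signal under a set limit, fluorescence ratio 0.5 to 1.5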;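 further: 0% = enzyme with DMSO and 100% = no enzyme wells; some results filed as inactive read as strong as hits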
Target sequence (Q9P0U3 419-644 limits assumed): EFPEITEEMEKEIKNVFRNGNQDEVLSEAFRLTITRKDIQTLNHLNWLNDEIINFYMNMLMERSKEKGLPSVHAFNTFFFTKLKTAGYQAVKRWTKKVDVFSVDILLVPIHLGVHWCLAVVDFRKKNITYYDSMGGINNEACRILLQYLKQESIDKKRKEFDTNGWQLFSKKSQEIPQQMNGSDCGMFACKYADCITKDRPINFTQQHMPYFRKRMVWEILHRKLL
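Material: hSENP1 catalytic domain, recombinant; medium: Tris pH 8 with BME, BSA, NP40 and catalase; compound: single concentration of 10 µM compound, 0.5% DMSO final; technique: FRET read of cyan and yellow fluorescence; timing: 50 min enzyme reaction, room temperature, light-protected; reagent: SFCypet-SUMO1-SFYpet substrate at 25 nM; control set: no-enzyme low, enzyme-DMSO high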
SENP8 block-2 = blocks the human protease SENP8; purified SENP8, Z-RLRGG-aminoluciferin cleavage, luminescence; inhibition, % at 10 µM; 330,000 tested, 1.2% active; AID 2540; in the data active means inhibition above about 50%
* = called active by the depositor; . = no result given.

SMILES	SENP7 block	SENP6 block	Apaf-1 inh	HKDC1 inh	SENP8 block-1	PfGluPho inh	SENP1 FRET inh	SENP8 block-2
Cc1cc(C(C)C)n2c(nc3ccccc32)c1C#N	1	18	-3	.	.	.	.	5
O=c1c2ccccc2[nH]c2ccc(O)cc12	-4	-10	-23	9	-334	9	-23	-4
CC(=O)N(CN1C(=O)C2CC=CCC2C1=O)c1cccc(Cl)c1 (stereo not drawn)	-6	-15	-7	-6	0	-2	4	-3
COc1ccc(-c2csc(NC(=O)CSCc3c(C)noc3C)n2)cc1OC	-3	-16	19	35	-2	-9	0	-9
Cc1ccc(C(=O)COC(=O)CNC(=O)Cc2ccccc2)cc1	-12	2	7	-6	-2	19	0	-14
CCC1SC(=NC(=O)c2ccc(Cl)c(Cl)c2)NC1=O (stereo not drawn)	0	44	8	-4	2	14	0	10
CC(C)CC(=O)N(c1ccc(F)cc1)C1C=CS(=O)(=O)C1 (stereo not drawn)	-7	-6	-14	-7	10	-16	0	-1
Cc1ccc(Cc2c(C)nc3nc(SCC(=O)NCc4ccco4)nn3c2C)cc1	15	-7	2	1	7	10	-25	8
Nc1ccc(Oc2ccccc2F)nc1	9	-1	-18	-4	-10	12	-1	11
CCC1S/C(=C(\C#N)C(=O)NCc2ccco2)N(c2ccc(Br)cc2)C1=O (stereo not drawn)	2	16	1	-1	10	0	2	0
COc1nc(/C=C/N(C)C)c([N+](=O)[O-])c(OC)n1	-2	0	-13	-4	43*	10	1	4
Cc1[nH]nc(N=Cc2c(O)n(C)c(=O)n(C)c2=O)c1-c1ccccc1	0	-6	-4	-5	.	-1	.	-1
Cc1cc(-c2nn(-c3ccccc3F)cc2CN2CCCC(O)C2)c(C)s1 (stereo not drawn)	-8	-14	-10	-1	14	1	2	-4
Cc1ccc(CN2CCN(Cc3cnc(N4CCOCC4)s3)CC2CCO)o1 (stereo not drawn)	6	9	-10	-5	-3	-3	-1	-1
O=C(CNC(=O)c1cccs1)c1ccc([N+](=O)[O-])cc1	1	7	2	-4	15	0	0	8
COc1ccc(C(=O)N2CCC2)cc1S(=O)(=O)NCc1ccc(Cl)cc1	1	-6	2	0	1	2	1	2
Cc1c(CN2CCN(CC(C)(C)C)C(CCO)C2)[nH]c2ccccc12 (stereo not drawn)	-5	-9	6	-2	-2	14	-9	8
N#CCC(=O)Nc1ncn(Cc2ccccc2Cl)n1	-8	-3	-1	-2	7	9	1	-12
O=C(OC1CCOC1=O)c1ccccc1C(=O)c1ccc(Cl)c([N+](=O)[O-])c1 (stereo not drawn)	-7	-17	9	-3	17	-7	0	-8
COc1ccc(N2C(=O)CC(Cc3ccccc3OC)C2=O)cc1 (stereo not drawn)	1	29	-5	-5	13	-1	1	7
CC(=O)Nc1ccc(S(=O)(=O)N2c3ccccc3C(C)=CC2(C)C)cc1	-2	10	-3	3	7	-13	1	7
O=C(COC(=O)CCc1ccccc1)Nc1ccccc1OC(F)F	-1	-7	-13	-2	15	0	5	1
CC1(C(=O)OCC(=O)Nc2ccc(Cl)cn2)CC1(Cl)Cl (stereo not drawn)	-11	0	-1	-2	10	2	2	-18
CC(C)Cc1csc(NC(=O)c2ccc(Cl)cc2)c1C(=O)O	22	94*	21	0	-64	32	3	91*
CCS(=O)(=O)N1CCN(C(C)CCc2ccccc2)CC1 (stereo not drawn)	-4	0	5	-3	10	11	-1	-3
Carrying on:
SMILES	SENP7 block	SENP6 block	Apaf-1 inh	HKDC1 inh	SENP8 block-1	PfGluPho inh	SENP1 FRET inh	SENP8 block-2
Cc1cc(NC(=O)Cc2ccsc2)ccc1Br	-1	1	7	-1	7	8	1	-13
CCCCOc1ccc(C(=O)N2CCCC2C(=O)O)cc1 (stereo not drawn)	-5	-3	1	-1	20	-12	-2	2
O=C(Nc1ccc(Oc2cccc3ccccc23)cc1)c1ccco1	-22	-6	15	2	19	13	0	-17
COc1ccccc1N1CCN(c2ncnc3nc[nH]c23)CC1	3	2	4	-1	16	-2	0	9
N#CCSc1nnc(-c2ccccc2O)n1Cc1ccccc1	2	-12	-30	-8	12	-8	2	-3
CC(=O)COc1ccc2c3c(c(=O)oc2c1)CCCC3	8	1	-15	-5	-270	8	-73	-2
Cc1ccc2cccc(N=Cc3c(C)[nH]n(-c4ccccc4)c3=O)c2n1	.	.	.	-10	13	-4	12	.
CC(C)NC(=O)c1onc(CSc2ccncc2)c1C(=O)NC(C)C	-6	-9	0	1	17	32	3	-8
CCOc1ccc(NC(=O)CN(c2ccc(OC)cc2)S(C)(=O)=O)cc1	1	-3	-10	-2	28	7	1	-1
Cc1ccc2nc(SCC(=O)Nc3cccc(Cl)c3)nc(=O)n2c1	2	-24	-3	-4	-112	11	1	-8
COc1cccc(C2CC(c3cccs3)=NN2S(C)(=O)=O)c1 (stereo not drawn)	2	-3	3	18	-13	-20	-1	-5
O=C(Nc1ccccc1Cl)Nc1cccc2cccnc12	40	58*	-4	0	-8	39	1	28
CC1(NC(=O)NCc2ccco2)CCS(=O)(=O)C1 (stereo not drawn)	-4	11	7	8	20	-6	-3	0
Cc1cc(NC(=O)COC(=O)CCC(=O)c2ccc(F)cc2)no1	-1	7	-2	2	28	-16	6	5
c1ccc2oc(Cc3ccc(Cc4nc5ccccc5o4)cc3)nc2c1	9	-25	5	-4	22	-8	1	-2
CC(C)Oc1ccc(C(=O)NCC(=O)Nc2ccc3c(c2)CCC3)cc1	3	7	16	-4	14	2	1	7
COC1=C(Nc2ccc(C)cc2)C(=O)c2ccccc2C1=O	12	30	61*	-1	-51	-85	3	5
C(=N\N1CCN(C(c2ccccc2)c2ccccc2)CC1)/c1ccc2c(c1)OCO2	-4	0	0	0	11	11	-1	4
CCc1nc(SCc2ccc(F)cc2)[nH]c(=O)c1C#N	3	-15	11	-3	17	-9	1	-1
C/C=N/NC(=O)CCCC(=O)N/N=C/C	-10	-14	-2	-11	7	3	2	-9
CN(C)C(=O)c1c(NC(=O)c2ccco2)sc2c1CCCCC2	7	4	0	-6	-26	4	-3	7
Cc1ccc(C)c(OCC(=O)Nc2ccc(S(=O)(=O)Nc3ccccn3)cc2)c1C	2	2	7	-8	-281	-7	-1	-2
CCNC(=O)NC(=O)COC(=O)CNC(=O)COc1ccccc1	3	-7	-2	-7	3	-6	3	-12
CCOc1ccc(NC(=O)c2c3c(nc4ccccc24)CCC3)cc1	-5	-5	-4	-11	-1	-11	1	-7
CC1CCN(C(=O)c2cc(F)c(F)cc2Cl)CC1	-10	-7	1	-4	21	2	0	1

Some of the entries above in a different format.
Values run as follows: SENP7 block	SENP6 block	Apaf-1 inh	HKDC1 inh	SENP8 block-1	PfGluPho inh	SENP1 FRET inh	SENP8 block-2
- CCOc1ccc(NC(=O)c2c3c(nc4ccccc24)CCC3)cc1
  -5	-5	-4	-11	-1	-11	1	-7
- CC1CCN(C(=O)c2cc(F)c(F)cc2Cl)CC1
  -10	-7	1	-4	21	2	0	1

Next part
SMILES	SENP7 block	SENP6 block	Apaf-1 inh	HKDC1 inh	SENP8 block-1	PfGluPho inh	SENP1 FRET inh	SENP8 block-2
Cc1ccc(S(=O)(=O)c2c(C)nn(-c3ccccc3)c2OC(=O)c2ccc(Br)o2)cc1	.	.	.	6	15	-27	0	.
COc1ccc2c(c1)cc1n2CCN=C1NN	-3	-1	-23	0	-241	-5	0	-2
COc1cc2c(cc1NC(=O)c1cc(-c3ccncc3)nc3ccc(C)cc13)oc1ccccc12	-9	-15	8	-6	-10	14	-4	3
Cc1ccc(-c2c(C(=O)N/N=C/c3ccsc3)nnn2-c2nonc2N)cc1	5	10	11	1	-8	82*	0	1
COc1cccc(/C=C2\N=C(C3CCCCC3)OC2=O)c1OC	2	0	-15	-1	-102	15	3	-2
Cc1cc(F)ccc1S(=O)(=O)Nc1ccccc1C(=O)Nc1ccccc1-c1nc2ccccc2[nH]1	6	-9	6	23	-284	0	2	-1
Nc1nnc(CC(=O)Nc2ccccc2)s1	8	-5	-4	-2	23	1	-2	-4
COCCN(C(=O)CSc1nnc(C)n1-c1ccc(C)cc1)c1c(N)n(Cc2ccccc2)c(=O)[nH]c1=O	2	-8	-2	-7	11	-1	-3	-10
Cc1ccc(C)c(NC(=S)NNC(=O)c2ccco2)c1	7	17	-9	6	10	10	3	-1
Cc1c(C=NNc2ccccc2)[nH]c(=O)[nH]c1=O	.	.	.	8	4	8	-3	.
Cc1c(Cl)cccc1NC(=S)NN1CCOCC1	0	3	6	3	11	22	4	1
Cn1c(=O)oc2cc(S(=O)(=O)NCCC(=O)NCCc3ccccc3)ccc21	-5	-2	-6	-14	14	-3	0	4
O=C(Nc1ccccn1)c1cccc(S(=O)(=O)N2CCCC2)c1	3	0	-2	-5	7	1	0	1
Oc1ccccc1CNCC12CC3CC(CC(C3)C1)C2	-4	7	8	-2	14	6	2	-1
Cn1c2ccccc2c2nnc(SCc3nnc(-c4ccccc4)o3)nc21	1	-2	-1	.	.	.	.	6
COC(=O)c1ccc(CNC(=O)c2sccc2-c2ccccc2)cc1	-18	-27	7	-6	-3	-26	-1	-6
COc1ccc2c(Cl)c(C(=O)NCCCn3ccnc3)sc2c1	-1	17	-7	1	12	4	-3	-1
COc1cc2c(cc1OC)-c1cc(Nc3ccc(F)cc3)nc(=O)n1CC2	-9	-12	2	-4	-224	-14	-10	6
S=c1[nH]nc(Cc2noc3ccccc23)n1-c1ccccc1	2	12	-5	2	11	26	1	4
C#CCN(C(=O)c1ccc(OC)c(OC2CCN(C(C)C)CC2)c1)C1CCCCC1	-6	-1	1	-4	7	10	-1	3
COc1cc(C(=O)Cc2nc3ccccc3n2C)cc(OC)c1OC	5	-11	14	-12	-10	-27	-1	6
Cc1ccc(S(=O)(=O)c2cn(C)c3cc(N4CCN(C)CC4)c(F)cc3c2=O)c(C)c1	-2	21	-3	-2	-273	2	1	9
O=C(Nc1cccc(C(=O)NC2CCCCC2)c1)c1ccccc1	6	18	4	-6	10	3	2	-4
O=C(O)c1cccc(NC(=S)NC(=O)c2ccncc2)c1	1	-5	0	-16	12	5	-3	-2
Cc1cccc(OCC(=O)Nc2ncn[nH]2)c1C	5	0	-26	-8	-1	6	-1	-10

Whole records as entered above. Order of values: SENP7 block, SENP6 block, Apaf-1 inh, HKDC1 inh, SENP8 block-1, PfGluPho inh, SENP1 FRET inh, SENP8 block-2
Record of COc1cc2c(cc1NC(=O)c1cc(-c3ccncc3)nc3ccc(C)cc13)oc1ccccc12 → -9, -15, 8, -6, -10, 14, -4, 3
Record of COc1cc(C(=O)Cc2nc3ccccc3n2C)cc(OC)c1OC → 5, -11, 14, -12, -10, -27, -1, 6

The listing continues:
SMILES	SENP7 block	SENP6 block	Apaf-1 inh	HKDC1 inh	SENP8 block-1	PfGluPho inh	SENP1 FRET inh	SENP8 block-2
CCOc1ccc(CCNC(=O)COC(=O)Cc2c[nH]c3ccccc23)cc1OCC	1	-4	-2	-4	-2	-6	-3	8
O=C(CSc1n[nH]c(=O)[nH]c1=O)Nc1ccc2c(c1)C(=O)c1ccccc1C2=O	0	9	6	52*	15	-22	-4	12
CN(C)CCC(O)(c1ccccc1)c1ccccc1Cl (stereo not drawn)	.	.	.	0	10	9	-4	.
O=C(NCCc1nc2ccccc2[nH]1)c1ccc([N+](=O)[O-])cc1	1	-4	-16	0	6	-6	-3	-9
Cc1ccc(S(=O)(=O)N2CCN(C(=O)COC(=O)/C=C/c3ccccc3F)CC2)c(C)c1	-4	-5	-1	-2	10	-1	1	0
CC(C)(C)OC(=O)N(CCc1ccccc1)Cc1ccccc1OCc1cccc(NC(=O)C2CC2)c1	.	.	.	1	7	11	-1	.
